GPR151 activ: activators of human GPR151; activation, % at 11.2 µM; AID 1508602; PathHunter beta-arrestin GPR151 cells, luminescence; actives 1% (n = 650,000); Q8TDV0; in the data active means activation above about 4.9%;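 further: 0% = median of compound wells and 100% = cells with positive control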
Target sequence (Q8TDV0 whole entry, looked up): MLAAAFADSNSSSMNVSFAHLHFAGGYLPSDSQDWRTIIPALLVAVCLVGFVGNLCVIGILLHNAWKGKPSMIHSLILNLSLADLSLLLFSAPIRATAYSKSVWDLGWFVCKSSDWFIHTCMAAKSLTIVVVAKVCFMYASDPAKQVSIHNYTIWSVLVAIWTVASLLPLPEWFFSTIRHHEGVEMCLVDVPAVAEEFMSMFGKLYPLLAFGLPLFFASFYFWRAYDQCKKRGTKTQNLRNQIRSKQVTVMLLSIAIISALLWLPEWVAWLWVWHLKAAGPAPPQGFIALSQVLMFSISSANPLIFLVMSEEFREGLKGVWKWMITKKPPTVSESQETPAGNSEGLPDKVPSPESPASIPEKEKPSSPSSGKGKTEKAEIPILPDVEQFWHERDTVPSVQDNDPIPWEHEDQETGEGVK
FBW7 act: activators of human E3 ligase FBW7; actives 0.13% (n = 650,000); Q969H0; AID 1259310; AlphaScreen FBW7–phospho-cyclin E peptide binding, activator screen; normalized activity (activation), % at 26.1 µM; in the data active means normalized activity above about 1.9%;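 further: purified mutant Fbw7 with reduced substrate affinity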
MITF primary: inhibitors of human MITF. O75030. AlphaScreen MITF homodimerization, bead proximity signal. inhibition, % at 2.6 µM. actives 0.91% (n = 650,000). AID 1259374; in the data active means inhibition above about 50%;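 further: 0% = vehicle wells with protein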
Target sequence (O75030 whole entry, looked up): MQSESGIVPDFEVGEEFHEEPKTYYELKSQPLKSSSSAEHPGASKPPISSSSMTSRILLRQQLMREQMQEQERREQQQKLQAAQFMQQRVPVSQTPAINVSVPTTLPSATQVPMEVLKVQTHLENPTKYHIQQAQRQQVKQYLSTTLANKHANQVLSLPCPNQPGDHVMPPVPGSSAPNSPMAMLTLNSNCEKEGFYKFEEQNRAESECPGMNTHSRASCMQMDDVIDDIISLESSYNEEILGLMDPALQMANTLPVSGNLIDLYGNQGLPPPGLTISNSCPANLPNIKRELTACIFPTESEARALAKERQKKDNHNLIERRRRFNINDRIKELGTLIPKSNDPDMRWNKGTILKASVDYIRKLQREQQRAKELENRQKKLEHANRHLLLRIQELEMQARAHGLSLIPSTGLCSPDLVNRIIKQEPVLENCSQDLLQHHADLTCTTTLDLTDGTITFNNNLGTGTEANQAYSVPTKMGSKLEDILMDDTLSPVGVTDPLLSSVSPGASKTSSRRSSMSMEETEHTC
TEAD-YAP block: TEAD-YAP interaction inhibition; HEK-TIYL cells, TEAD-Gal4/YAP UAS-luciferase luminescence; inhibition, % at 9.12 µM; actives 1.4% (n = 640,000); AID 1259422; in the data active means inhibition above about 32%;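 further: 0% = median of test compound wells and 100% = reference inhibitor wells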
Starred values were filed as active, the others as inactive.

Sequence of screens – MITF primary	FBW7 act	GPR151 activ	TEAD-YAP block
COc1cc2c(cc1OC)CN(Cc1cc(Cl)ccc1O)CC2
 : -10	-0.1	0.9	6
CCCCN(CC)CCNC(=O)CNC(=O)Cn1cnc2sc3c(c2c1=O)CCCC3
 : 11	0.6	-1.5	3
CCCN1CCC(N(C(=O)Nc2ccccc2C(=O)NCCc2ccccc2)C2CC2)CC1
 : 11	0.2	-2.1	-60
O=C(O)c1ccc(Cn2cc(Br)cn2)o1
 : 17	0.2	-0.4	5
O=C(Cc1ccc([N+](=O)[O-])cc1)Nc1cccc(-c2nnc(-c3ccccc3)o2)c1
 : 5	1.0	-1.1	-5
O=C(Cc1ccc(Br)cc1)N1CCN(c2ccc([N+](=O)[O-])cc2)CC1
 : 6	0.6	-1.2	-4
Cc1noc(C)c1/C=N/NC(=S)NCCc1ccccc1
 : 15	0.4	-0.3	7
COc1cc(OC)cc(C(=O)Nc2cc(C(=O)N3CCN(c4cccc(C)c4)C(C)C3)ccc2N2CC3CC(C2)c2cccc(=O)n2C3)c1 (configuration not stated)
 : -3	-0.1	-0.2	-1
Cc1sc2ncn(CC(=O)NCC(=O)Nc3cccc(Cl)c3)c(=O)c2c1C
 : 1	0.1	-0.2	-3
Cc1ccc(S(=O)(=O)NCCc2ccc(F)cc2)cc1C(=O)O
 : -2	0.2	-1.6	5
O=C(O)c1cccc(-c2cnc3ccc(NCc4ccc(F)cc4)nn23)c1
 : -8	-0.2	0.7	-7
O=C(NCc1cccnc1)c1nn2c(C(F)(F)F)cc(-c3ccccc3)nc2c1Cl
 : 10	0.9	-1.3	-3
Cc1cc(=O)oc2cc(OCC(=O)OC3CCCCC3)ccc12
 : -13	0.2	-0.4	10
CSCCCNC(=O)c1ccc(OC2CCN(Cc3ccccn3)CC2)cc1
 : 14	0.2	-0.8	8
CCCC(=NCCO)C1=C(O)C(C(=O)OC)C(C)(C)CC1=O (configuration not stated)
 : -7	0.0	1.5	0
Cc1cc(C)n(-c2cccc(CN3CCN(CCc4ccccc4)C(CCO)C3)c2)n1 (configuration not stated)
 : -18	0.0	1.6	3
CC(C)CC(C(=O)N1CCCCC1)N1Cc2ccccc2C1=O (configuration not stated)
 : 1	-0.2	0.2	10
CC(=O)N1CCc2c(sc(NC(=O)c3ccc(S(=O)(=O)N4CCCCC4C)cc3)c2-c2nc3ccccc3s2)C1 (configuration not stated)
 : -5	-0.2	0.6	-2
O=C(Nc1nc2ccc(Br)cc2s1)c1ccc(Br)o1
 : 16	0.5	-0.6	-46
CC(C)CC(NC(=O)/C(=C\c1ccc(F)cc1)NC(=O)c1ccco1)C(=O)O (configuration not stated)
 : 22	0.1	-0.7	0
N#CC(c1nc2ccccc2nc1Cl)S(=O)(=O)c1ccccc1 (configuration not stated)
 : -8	-0.1	1.5	0
CCCc1cc(=O)[nH]c(SCc2ccccc2)n1
 : 12	0.0	1.9	3
CCOC(=O)c1c(NC(=O)CSc2nnc(CNC(=O)c3ccco3)n2Cc2ccccc2)sc2c1CCC2
 : 0	-0.3	-0.2	-5
CCN(CC)C(=O)CSc1nc2cc3c(cc2c(=O)n1CCCC(=O)NCc1ccc(OC)cc1)OCO3
 : 4	0.0	0.3	6
CCCCN(CC)CCNC(=O)CNC(=O)Cn1cnc2ccccc2c1=O
 : 14	0.4	-0.5	9
O=C(Nc1nc2ccc3ccccc3c2s1)c1ccccc1
 : 2	0.3	-2.0	-9
O=C(COc1cccc([N+](=O)[O-])c1)Nc1ccccc1C(=O)O
 : 23	0.1	-0.9	6
Cc1ccc(CN2CCN(Cc3cccc(C)n3)CC2CCO)cc1 (configuration not stated)
 : 19	0.3	-1.9	-8
COc1cc(OC)c(NC(=O)COc2ccc(Br)cc2)cc1Cl
 : -9	0.3	-0.3	0
CSc1cccc(N2CC(c3nc4ccccc4n3C)CC2=O)c1 (configuration not stated)
 : 7	0.1	0.4	5
CCCC(=O)n1nc(-c2ccco2)nc1SC
 : 1	0.1	-1.6	-5
COC(=O)c1c(C)[nH]c(C(=O)CN2CCCC2c2nc3ccccc3s2)c1C (configuration not stated)
 : -9	0.0	0.1	1
CCOC(=O)C(=CNNC(=O)c1ccc(OC)cc1)C(=O)OCC
 : -14	0.2	1.3	8
COc1ccc(Cc2n[nH]c(=O)c3ccccc23)cc1OC
 : -4	-0.1	5.3*	-10
Cc1c(C(=O)Nc2cccc(Cl)c2)sc2ncn(CC(=O)N3CCCCC3)c(=O)c12
 : 4	-0.1	0.9	-3
COc1ccc(OC)c(N(CC(=O)Nc2ccccc2SC)S(C)(=O)=O)c1
 : 13	0.3	0.1	-2
CCc1ccc(NC(=O)CNC(=O)Cn2cnc3sc(C)cc3c2=O)cc1
 : 3	0.0	-0.3	5
Cc1ccc(-c2nc3ccc(C(=O)NCc4ccc(F)cc4)cc3nc2-c2ccc(C)cc2)cc1
 : 9	0.0	1.1	-7
O=C(Cn1cnc2ccccc21)N1CCN(c2ccc(-c3cccs3)nn2)CC1
 : 10	-0.1	0.1	-4
Cc1nc(N2CCOCC2)[nH]c(=O)c1C
 : 9	0.4	-1.4	12
CCCn1c[n+](CC(=O)OCC)c2ccccc21
 : 12	-0.1	-1.6	-2
O=c1[nH]c2cc3c(cc2cc1CN(CCO)Cc1nnnn1C1CCCC1)OCCO3
 : 7	0.0	0.5	1
CCN1CCN(c2ccc(NC(=O)c3cc(Cl)cc(Br)c3O)cc2)CC1
 : 0	0.1	0.2	-7
CC1CN(CCC(=O)Nc2ccc(Cl)cc2)CC(C)O1 (configuration not stated)
 : 11	0.1	-0.6	5
O=S(=O)(N/N=C/c1ccc(-c2ccc(F)cc2)o1)c1ccccc1
 : 5	0.1	1.5	6
O=[N+]([O-])c1ccc(C2=Nn3c(nnc3-c3cccnc3)SC2)cc1
 : -7	0.3	1.7	7
CCOc1ccc(C(=O)c2cn(CC(=O)Nc3ccc(C)cc3)c3ccc(OCC)cc3c2=O)cc1
 : 9	0.0	-1.1	11
CCC(C)NC(=O)C(=O)NCc1ccncc1 (configuration not stated)
 : 14	0.8	0.6	6
Cc1cccc(N2CCN(C(=O)c3cccc(N4C(=O)C5CC=CCC5C4=O)c3)CC2)c1C (configuration not stated)
 : 2	0.1	-0.1	-1
COc1ccc(CNC(=O)CSc2nc3[nH]ncc3c(=O)n2-c2ccccc2)cc1
 : -8	0.0	0.4	17
COc1cc(NC(=O)CSc2nnc(NCc3ccccc3)s2)c(C)cc1[N+](=O)[O-]
 : 12	-0.3	0.5	9
COc1ccccc1NC(=O)C(=O)NCc1ccncc1
 : 6	0.0	-0.7	4
CCOC(=O)CCCNC(=O)CSc1nc2ccccc2s1
 : -5	0.1	-0.4	5
O=C1NC(=O)N(c2ccccc2)C(=O)/C1=C/c1cccc(O)c1
 : 15	0.0	-1.5	4
O=C1NC2(CCCCC2)NC2=C1CCC2
 : 18	-0.1	-0.9	6
CCOc1ccccc1NS(=O)(=O)c1ccc(SC)cc1
 : -7	0.3	1.0	-6
CN1/C(=c2/sc(=C3C(=O)NC(=S)NC3=O)n(C)c2=O)Sc2ccccc21
 : -2	-0.4	0.0	-2
COc1ccccc1-c1nc(SC2CCCC2)c2c(=O)n(C)c(=O)n(C)c2n1
 : 8	-0.1	1.7	-3
COc1ccc(-n2nc3ccc(NC(=O)c4ccc(OC)c(OC)c4)cc3n2)cc1
 : 1	-0.1	-0.3	-16
O=C(Nc1cc(Cl)cc(Cl)c1)/C(=C/c1ccccc1)NC(=O)c1ccccc1
 : -8	-0.5	1.6	2

(continued)
Sequence of screens – MITF primary	FBW7 act	GPR151 activ	TEAD-YAP block
COc1ccc(Cl)cc1C(=O)Nc1c(F)cccc1F
 : 11	0.2	0.2	-12
CN1CCN(C(c2cccnc2)c2ccc3cccnc3c2O)CC1 (configuration not stated)
 : 34	-0.3	0.3	0
CCOc1ccc2nc(Nc3nc(C)cc(=O)[nH]3)nc(C)c2c1
 : 0	0.0	0.5	9
CCn1cc(CN2CCC(C(Cc3ccc(F)cc3)N(C)C(=O)COC)CC2)c(C)n1 (configuration not stated)
 : -12	0.3	-0.9	2
Cc1cc(C(=O)COC(=O)c2ccc[nH]c2=O)c(C)n1-c1ccc2c(c1)OCCO2
 : 11	0.0	-0.5	-16
O=S(=O)(c1ccc2c(c1)OCCO2)N1CCC(c2[nH]ncc2-c2ccccc2)CC1
 : -20	-0.1	-0.1	3
C=CCNC(=O)[C@H]1C=CCN1C(=O)Nc1ccccc1Cl
 : -3	0.0	0.4	-8
CCOc1cc(C2CC(=O)NC(SCC)=C2C#N)ccc1O (configuration not stated)
 : -8	0.1	1.0	5
COCCN1CCN(Cc2nc(NCCc3ccccc3OC)c3ccccc3n2)CC1
 : 1	-0.1	-1.7	6
Cc1ccc(S(=O)(=O)c2cn(C)c3cc(N4CCCC4)c(F)cc3c2=O)cc1
 : 3	-0.1	-0.5	7
COc1cccc(CC(=O)N[C@H](C)Cn2nnc3ccccc32)c1
 : -7	-0.1	0.0	-4
COC(=O)c1cc(S(=O)(=O)Nc2ccc(C)c(C)c2)cn1C
 : 1	0.1	1.0	2
Cc1n[nH]c(=S)n1/N=C/c1ccc(F)cc1
 : 3	0.0	5.4*	10
O=C(c1cccnc1)N(Cc1cc2ccccc2[nH]c1=O)CC1CCCO1 (configuration not stated)
 : -4	-0.2	0.6	-1
COc1ccc(OC)c(C2C(C(=O)O)c3cc(OC)c(OC)cc3C(=O)N2C)c1 (configuration not stated)
 : -4	0.1	-0.9	-17
CC(C)(CN1CCN(C(c2ccccc2)c2ccccc2)CC1)NS(=O)(=O)c1ccccc1
 : 11	0.2	-1.2	-7
CC(=Nc1ccccc1)C1=C(O)COC1=O
 : 0	0.1	0.6	3
CC(=O)Oc1ccc(/C=C2\N=C(c3ccc(C)c(C)c3)OC2=O)cc1OC(C)=O
 : 16	-0.1	0.0	10
COc1ccc(CCC(=O)Nc2ccc(Cl)cc2F)cc1
 : 18	0.8	0.3	-2
O=C(CCOc1ccccc1)Nc1cnn(CC(=O)NC(c2ccco2)C(F)(F)F)c1 (configuration not stated)
 : 3	0.1	-0.4	4
COc1ccc(CNC(=O)c2c(O)c3cccc4c3n(c2=O)CC4)cc1OC
 : 15	0.1	0.4	2
Cc1ccc(N=C2NC(=O)CC(C(=O)Nc3ccccc3)S2)cc1C (configuration not stated)
 : 16	0.0	-0.2	-1
CCC(NC(=O)NCc1ccc2c(c1)OCO2)(C(F)(F)F)C(F)(F)F
 : -1	0.2	0.7	-8
O=C(NCc1ccccc1)C(c1ccncc1)N(Cc1cccs1)C(=O)c1ccccn1 (configuration not stated)
 : -6	-0.1	0.1	0
CC(NS(C)(=O)=O)C(c1cccs1)N1CCN(C)CC1 (configuration not stated)
 : -6	-0.1	0.2	-4
CO/N=C(\C)c1ccccc1Oc1nc(OC)cc(OC)n1
 : -14	0.0	1.0	-10
O=C(c1ccco1)N1CCC(c2nc3ccccc3[nH]2)CC1
 : -6	0.2	1.4	-2
COc1cc2nc(CN3CCCCCCC3)[nH]c(=O)c2cc1OC
 : 8	0.2	-0.3	-1
Cc1sc2nc(CN(Cc3cccs3)S(=O)(=O)c3ccccc3)[nH]c(=O)c2c1C
 : 11	0.2	-0.3	6
O=C(CCCn1cnc([N+](=O)[O-])n1)Nc1ccc([N+](=O)[O-])cc1Cl
 : -13	-0.1	-1.3	-6
COc1ccc(Br)cc1C(=O)N/N=C/c1ccc(F)cc1
 : -5	-0.1	0.4	-13
CC1=Nc2ccccc2/C1=C/c1[nH]c(=O)n(-c2ccccc2)c1O
 : 12	0.0	0.5	-13
CCOC(=O)CCCC(=O)N1CCOCCOCCOCC1
 : -1	0.1	0.2	-3
Cc1cc(Nc2ccccc2Cl)n2ncnc2n1
 : 7	0.1	0.8	-2
CCOC(=O)C1=C(C)NC2=C(C(=O)CC(C)(C)C2)C1c1cc(Br)c(O)c(OC)c1 (configuration not stated)
 : 4	-0.1	-0.5	6
CCc1ccc(NC(=O)CS(=O)CC(=O)NCCCc2ccccc2)cc1 (configuration not stated)
 : 61*	-0.1	0.0	-9
O=C1CN(C(=O)Cc2ccc(F)cc2)C(c2ccc(F)cc2)c2cc(F)ccc2N1 (configuration not stated)
 : -11	-0.2	0.2	-7
Cc1ccccc1Nc1nc(Cl)nc2c1cnn2C
 : 4	-0.2	-0.1	-12
Cc1cccc(N=CC=C2OC(C)(C)C(C)(C)O2)c1
 : 22	0.2	0.8	-5
COC(=O)c1ccc(NC(=O)Nc2c(C)n(C)n(-c3ccccc3)c2=O)cc1
 : 1	0.0	-0.9	3
COc1cc2ccccc2cc1C(=O)Nc1ccc(C(C)=O)cc1
 : -3	-0.1	1.5	-95

Molecules from the list above that contain bromine, in the order listed:
Sequence of screens – MITF primary	FBW7 act	GPR151 activ	TEAD-YAP block
O=C(O)c1ccc(Cn2cc(Br)cn2)o1
 : 17	0.2	-0.4	5
O=C(Cc1ccc(Br)cc1)N1CCN(c2ccc([N+](=O)[O-])cc2)CC1
 : 6	0.6	-1.2	-4
O=C(Nc1nc2ccc(Br)cc2s1)c1ccc(Br)o1
 : 16	0.5	-0.6	-46
COc1cc(OC)c(NC(=O)COc2ccc(Br)cc2)cc1Cl
 : -9	0.3	-0.3	0
CCN1CCN(c2ccc(NC(=O)c3cc(Cl)cc(Br)c3O)cc2)CC1
 : 0	0.1	0.2	-7
COc1ccc(Br)cc1C(=O)N/N=C/c1ccc(F)cc1
 : -5	-0.1	0.4	-13
CCOC(=O)C1=C(C)NC2=C(C(=O)CC(C)(C)C2)C1c1cc(Br)c(O)c(OC)c1 (configuration not stated)
 : 4	-0.1	-0.5	6

Compound activity deposited in PubChem by The Scripps Research Institute Molecular Screening Center.
